S1P3 antag: antagonists of human S1P3 receptor; inhibition, % at 4.98 µM; 0.27% of 170,000 active; Q99500; CHO S1P3 NFAT-BLA reporter, FRET fluorescence, antagonist mode; AID 485;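 active means inhibition above the plate cutoff, the mean inhibition of test wells on that plate plus 3 SD, cut at about 28% in these data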;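 further: cells challenged with S1P at its EC80 of 0.8 µM; blue over green emission ratio from cleaved BLA substrate after 4 h stimulation; 0% = S1P-stimulated wells and 100% = unstimulated DMSO-only wells; some compounds past the cut are filed as inactive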
Target sequence (Q99500 whole entry, looked up): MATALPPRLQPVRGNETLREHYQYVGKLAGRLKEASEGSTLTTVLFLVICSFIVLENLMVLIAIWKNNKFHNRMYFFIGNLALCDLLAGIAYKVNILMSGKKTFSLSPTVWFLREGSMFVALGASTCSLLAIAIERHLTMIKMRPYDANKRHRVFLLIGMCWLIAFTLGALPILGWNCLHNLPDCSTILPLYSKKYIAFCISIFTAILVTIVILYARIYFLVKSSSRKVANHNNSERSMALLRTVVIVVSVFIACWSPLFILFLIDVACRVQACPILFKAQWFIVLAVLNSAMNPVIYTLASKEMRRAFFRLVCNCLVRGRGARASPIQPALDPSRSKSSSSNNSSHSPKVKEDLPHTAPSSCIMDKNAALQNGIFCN
* hit, by the source's call.

SMILES,S1P3 antag
O=[N+]([O-])c1ccc(C[n+]2cc(-c3ccc(Cl)c(Cl)c3)n3c2CCCCC3)cc1,-11
N/C(=N\NS(=O)(=O)c1ccccc1C(F)(F)F)c1ccccn1,6
O=C(NCCCN1CCCC1)c1ccc2c(c1)N(Cc1ccccc1)CCS2,9
Cc1c(N)cc(N)cc1C(=O)O,-7
Cc1cc(/C=C2\SC(=S)NC2=O)cc(C)c1O,6
O=C(CN1CCCC1)Nc1c(C(=O)C2CC2)oc2ccccc12,-7
COC(=O)Cn1c(=O)c2c(nc3n2CC(C)CN3c2ccc(C)c(C)c2)n(C)c1=O (configuration not stated),-6
O=C(O)CCC(=O)Nc1cc(C(F)(F)F)cc(C(F)(F)F)c1,0
Cc1c(Cl)cccc1NC(=S)NCCc1ccccn1,5
Cc1ccc(-n2nc(C)c3onc(C)c3c2=O)cc1,-6
CNC(=O)COc1ccc(Nc2nnc(C)c3ccccc23)cc1,0
CC(=O)c1ccc(/C=C/c2nc3ccccc3n2C)o1,-1
CC1(C)CC(Nc2ccc(Nc3ccccc3)cc2)CC(C)(C)N1,-28
O=C(Nc1ccc(Cl)cc1)Nc1nnc(/C=C/c2ccccc2)s1,-3
O=C1NNC(c2ccccc2)=N/C1=C\c1ccco1,5
CCOc1ccc(NC(=O)Nc2cc(C(C)C)ccc2C)cc1,1
CCN(CC)c1nc(N)n(CCSC(=S)N(C)C)c(=O)n1,-15
COC(=O)c1cc(NS(=O)(=O)c2ccc(Cl)c(N3C(=O)c4ccc(C(=O)O)cc4C3=O)c2)cc(C(=O)OC)c1,2
O=C1CC(c2ccc(F)cc2)CC2=C1C(c1ccc([N+](=O)[O-])o1)Nc1ccccc1N2 (configuration not stated),-4
CCCCCN1CN(S(=O)(=O)c2cccs2)c2nc3ccccc3nc21,-4
CC(C)C1CC(CCN)(c2ccccc2)CCO1 (configuration not stated),6
CCCc1nc2oc3cc(OC)ccc3c(=O)c2c(=O)n1CCc1ccccc1,-3
Cc1cc(=O)oc(C)c1C(=O)Nc1ccc(N(C)C)cc1,-9
O=C(Nc1ccc(NC(=O)c2ccco2)c(Cl)c1)c1ccc2c(c1)OCCO2,-7
CCn1cc(S(=O)(=O)CC(=O)Nc2cccc(C)c2)c2ccccc21,4

(more compounds)
SMILES,S1P3 antag
CC(=O)Nc1c(F)cc(Br)cc1F,-7
Cc1ccc(N2C(=O)[C@@H]3C(c4cccnc4)=NO[C@@H]3C2=O)c(C)c1,0
O=C(O)c1ccc2c(=O)n3cc(C(=O)c4ccccc4O)cc(Cl)c3nc2c1,0
c1ccc2oc(-c3nn4c(Cn5cnc6ccccc65)nnc4s3)cc2c1,14
CCCCn1nc(C(=O)Nc2cc(S(=O)(=O)N(C)C)ccc2C)c2ccccc2c1=O,-12
CN(C)c1nc(N2CCCCC2)nc(N2CCCCC2)n1,-3
Cc1ccc(NC(CC(=O)c2ccccc2)C(=O)O)cc1Cl (configuration not stated),4
CCCCCn1c(NC2CCCCC2)nc2c1c(=O)[nH]c(=O)n2C,5
CN1CCN(c2cc3c(cc2F)c(=O)c(C(=O)O)cn3CCF)CC1,-10
NC(=O)C1CCN(Cc2nc3cc(C(F)(F)F)ccc3c(=O)[nH]2)CC1,4
OC(CNCCNc1ncccc1C(F)(F)F)Cn1ccc2ccccc21 (configuration not stated),10
CN(c1ccccc1)c1nc(N)c([N+](=O)[O-])c(N2CCCCC2)n1,10
CCN1C(=O)c2ccccc2S(=O)c2ccc(C(=O)N3CCOCC3)cc21 (configuration not stated),-8
CCCCC(=O)N(CCC)CCC,5
CCS(=O)c1scc(-c2ccc(Cl)cc2)c1C#N (configuration not stated),3
CCN(CC)CCN1C(=O)C(O)=C(C(=O)c2cc3cccc(OC)c3o2)C1c1ccc(F)cc1 (configuration not stated),-3
O=C(C[n+]1ccc(/C=N/O)cc1)N1CCCCC1,5
CCSc1ncc(CO)c(N)n1,1
O=C(NCc1ccco1)c1ccc2c(c1)N(Cc1ccccc1)CCS2,17
CN1CCN(CCC(=O)N/N=C/c2ccccc2F)CC1,-6
COCc1cc(=O)[nH]c(SCC(=O)c2ccccc2)n1,7
O=C(OC(C(=O)NCc1ccco1)c1ccc(Cl)cc1)c1cccs1 (configuration not stated),-1
CN1CCN(CC(=O)Nc2nc3c(s2)CCCC3)CC1,9
COC(=O)C(C)NC(=S)N1CCN(c2c(F)cc3c(=O)c(C(=O)O)cn(C4CC4)c3c2OC)CC1C (configuration not stated),-2
CC(=O)Oc1ccc2c(=O)c(/C=N/c3cc(=O)[nH]c(=S)[nH]3)coc2c1,-13

A different layout for part of the listing above.
| S1P3 antag | Compound |
| --- | --- |
| -6 | CN1CCN(CCC(=O)N/N=C/c2ccccc2F)CC1 |
| 7 | COCc1cc(=O)[nH]c(SCC(=O)c2ccccc2)n1 |

Going on with the list:
SMILES,S1P3 antag
Cc1cc(C)n(NC(=S)NC2CCCC2)c(=O)c1C#N,-13
CCOC(=O)C1CCCN(C(=O)C2CCN(Cc3nc(-c4ccc(Cl)cc4)oc3C)CC2)C1 (configuration not stated),-15
COC(=O)c1cc(C(=O)OCC(=O)Nc2cc(C)on2)cc([N+](=O)[O-])c1,0
Cc1nn(C(C)(C)C)c(NC(=O)c2ccc(Cl)cc2)c1Br,-8
O=C(Oc1ccc2c(c1)O/C(=C\c1ccncc1)C2=O)c1cccs1,4
Cn1cccc1/C=N/N1CCN(Cc2ccccc2Cl)CC1,2
COc1ccccc1NC(=O)CN(Cc1ccco1)C(=O)c1ccc(=O)[nH]c1,3
CCCc1cc(=O)oc2c3c(c4c(c12)OC(C)(C)C=C4)OC(C)C(C)C3O (configuration not stated),3
O=C(NC(=S)Nc1ccc(S(=O)(=O)Nc2nccs2)cc1)C1CC1,3
COc1ccc(-c2nc(C=O)cs2)cc1,-1
CCCC[n+]1ccn(-c2nc3ccccc3nc2[N-]S(=O)(=O)c2cccs2)c1,-11
Cn1c(=O)c(=O)n(C)c2cc(S(=O)(=O)N3CCCC3C(=O)NCc3cccnc3)ccc21 (configuration not stated),7
Cc1ccc(/C(O)=C/c2nc3ccccc3oc2=O)cc1,-13
CCCN1CCC(NCc2cn(C)nc2-c2ccc(Oc3ccccc3)cc2)CC1,0
CC(C)N1CCN(Cc2cnc(-c3ccccc3)s2)CC1CCO (configuration not stated),-2
CC(=O)Nc1ccc(NC(=O)CCCSc2nc3ccccc3[nH]2)cc1,15
COC(=O)CSc1nnc(-c2ccccn2)n1N,-3
Cc1cc(=O)oc2c(C(=O)c3ccccc3)c(OCC(N)=O)ccc12,-1
Cc1ccc(-n2c(CSc3nc(C)cc(C)n3)nnc2SCC(=O)Nc2nccs2)cc1,-2
COc1c(C=O)c(CCN(C)C(=O)c2ccc(F)cc2)cc2c1OCO2,-6
CCOc1cc(/C=C2\SC(=S)N(N3CCOCC3)C2=O)ccc1O,-1
CC(=O)c1c(COC(=O)c2ccccc2Cl)nc2ccccc2[n+]1[O-],10
CN1CC(C(=O)O)Cc2c1ccc1ccccc21 (configuration not stated),-12
O=C1c2ccccc2C(=O)C1c1ccccn1,-1
CN1CCN(c2nc3c(c(=O)n(C)c(=O)n3C)n2CCSc2nnnn2-c2ccccc2)CC1,-11

In the list so far, these contain bromine:
SMILES,S1P3 antag
CC(=O)Nc1c(F)cc(Br)cc1F,-7
Cc1nn(C(C)(C)C)c(NC(=O)c2ccc(Cl)cc2)c1Br,-8

Continued:
SMILES,S1P3 antag
O=C(NNC(=O)C12CC3CC(CC(C3)C1)C2)c1ccccn1,-20
O=C(O)c1cc(-c2cccnc2)nc2ccccc12,-2
COc1ccc2c(c1OC)C(=O)OC2Nc1nc(-c2cc3cc(Br)ccc3oc2=O)cs1 (configuration not stated),2
CCCCNC(=O)COC(=O)c1ccccc1F,-9
Cn1nnnc1SCC(=O)Nc1ccc(S(=O)(=O)N2CCOCC2)cc1,-14
CCSc1nc2sc3c(c2c2[n+]1CC(CBr)O2)CCCC3 (configuration not stated),-17
O=C(NC1CCCC1)C(c1ccc(Cl)cc1)N1CCN(C2CCCCC2)CC1 (configuration not stated),16
O=C(CSc1nc(-c2ccc(Cl)cc2)[nH]c(=O)n1)Nc1cccc(Cl)c1,-4
Cc1occc1-c1nnc2sc(-c3ccc(-c4ccc(Cl)cc4)o3)nn12,4
CSc1sc(C(=O)NCC2CC2)c2c1S(=O)(=O)N(C)c1ccccc1-2,11
OC(CNCCc1ccccc1)COc1ccc(OCC(O)CNCCc2ccccc2)cc1 (configuration not stated),9
CC(C)(C)c1cc(C(=O)NNC(=O)Nc2cccc(Cl)c2)n(Cc2ccccc2)n1,-3
O=c1c2ccccc2nc(SCc2ccc(F)cc2Cl)n1CCCN1CCOCC1,-11
COc1ccccc1C1=NOC(Cn2c(NCC3CCCO3)nc3c2c(=O)n(C)c(=O)n3C)C1 (configuration not stated),-17
CCOC(=O)/C(C#N)=C/Nc1cc(C(C)(C)C)sc1C(C)=O,2
N=c1sccn1CC(=O)Nc1ccc(S(N)(=O)=O)cc1,-15
CSc1c(C#N)c(N)nc2sc(C(=O)c3ccc(Cl)c(Cl)c3)c(N)c12,7
Cc1cc(=O)oc2cc(OCCSCCN3CCCCC3)ccc12,8
Cc1ccc(NC(=O)N[C@@H](CC(C)C)C(=O)O)c(C)c1,3
CC(Sc1nncn1C)C(=O)Nc1ccc(S(N)(=O)=O)cc1 (configuration not stated),-1
CCCCc1nc2sc3c(=O)[nH]cnc3c2c2c1CCCC2,-9
CC(=O)Nc1ccc2c(CSc3nncs3)cc(=O)oc2c1,-6
CC1CCc2c(C(=O)Nc3ccccn3)csc2C1 (configuration not stated),4
COc1ccccc1N1C(=O)CC(N(O)c2ccccc2)C1=O (configuration not stated),6
Cc1ccc(Cl)cc1NC(=O)COC(=O)c1ccccc1O,-11

(cont.)
SMILES,S1P3 antag
CC(=O)c1ccc(NC(=S)N(CCCN(C)C)Cc2ccccc2)cc1,-6
CC(C)(C)c1cc(CN(CCO)CCO)c(O)c(C(C)(C)C)c1,1
Cc1nc2c(C)cccn2c1C(=O)N/N=C/c1ccccc1[N+](=O)[O-],4
CC(=O)Nc1ccc(S(=O)(=O)N[C@@H](C)C(=O)OCc2cc([N+](=O)[O-])cc3c2OCOC3)cc1,3
Cc1oc(C(C)(C)C)cc1C(=O)Nc1ccc2c(c1)OCO2,5
Cc1cc(C)nc(N/N=C/c2ccccc2Cl)n1,23
CCCOc1ccc(S(=O)(=O)N2C(=O)CC(=O)N(Cc3ccc(OCC)cc3)C2=O)cc1,-8
Cc1c(C(=O)/C=C/N(C)C)nnn1-c1ccc(Cl)cc1C#N,-3
COC(=O)c1cc(=O)n(Cc2cccs2)c(=Nc2ccccc2)s1,7
COc1cccc(-c2nnc(-c3ccccc3NC(=O)c3ccc(C(C)(C)C)cc3)o2)c1,-9
Cc1ccc(/C=C/C(=O)N(Cc2cccs2)C2CCS(=O)(=O)C2)cc1 (configuration not stated),1
Cc1ccc(Cl)cc1NC(=O)N(C)CCO,-1
CN1N=C2c3ccccc3CCCC2C1c1ccc(F)cc1 (configuration not stated),11
CC(C)(C)c1nc(Sc2ccc([N+](=O)[O-])cn2)n[nH]1,9
Cn1c(/C(C#N)=C/c2ccc(O)cc2)nc2ccccc21,-10
Cc1ccccc1OCC(=O)N=Nc1c(O)n(C)c2ccccc12,-2
O=C(Cn1cnc2ccccc2c1=O)Nc1nnc(SCc2ccc(Cl)cc2)s1,-4
Cc1nn(-c2ccccc2)c2nc(C(Cl)(Cl)Cl)[nH]c(=O)c12,-8
Cc1ccc(NC(=S)NCCc2c[nH]c3ccccc23)c(C)c1,4
CC(=O)NC(Cc1ccccc1C)C(=O)NC1CCN(c2nnnn2-c2ccccc2)CC1 (configuration not stated),1
CN(c1ccccc1)S(=O)(=O)c1cccc(NC(=O)c2cc3ccccc3oc2=O)c1,-21
CCOc1ccc(/C=N/NC(=S)NC2CC3CC2C2C=CCC32)cc1 (configuration not stated),0
COc1ccc(N=C2SCC(c3ccc([N+](=O)[O-])cc3)=NN2CCO)cc1,7
O=c1oc(-c2ccc(Cl)c(Cl)c2)nn1-c1ccc(C(F)(F)F)cn1,-1
NS(=O)(=O)c1ccc(N=Nc2c(O)c(C(=O)O)cc3ccccc23)cc1,4

(next part)
SMILES,S1P3 antag
CC1Oc2ccccc2C=C1/C=N/NC(=O)[C@@H](C)NC(=O)OC(C)(C)C (some centres not stated),8
O=C(N/N=C/C(Cl)=C\c1ccccc1)c1cccs1,11
C/C(=N\NC(=S)Nc1c(C)cccc1C)c1ccc(O)cc1,-8
CCN(CC)CCCN1C(=O)C(O)=C(C(C)=O)C1c1ccc(OC)cc1OC (configuration not stated),-16
Cc1ccc(-c2n[nH]c(=O)c3ccccc23)cc1S(=O)(=O)Nc1ccc(F)cc1,8
O=C(/C=C/c1ccccc1)NC(=O)c1ccccc1O,1
O=C(NCCc1c[nH]c2ccccc12)/C(=C\c1cccnc1)NC(=O)c1ccccc1F,-9

Arranged by the number under S1P3 antag (lowest first): six from the list above
SMILES	S1P3 antag
CCN(CC)CCCN1C(=O)C(O)=C(C(C)=O)C1c1ccc(OC)cc1OC (configuration not stated)	-16
O=C(NCCc1c[nH]c2ccccc12)/C(=C\c1cccnc1)NC(=O)c1ccccc1F	-9
C/C(=N\NC(=S)Nc1c(C)cccc1C)c1ccc(O)cc1	-8
O=C(/C=C/c1ccccc1)NC(=O)c1ccccc1O	1
CC1Oc2ccccc2C=C1/C=N/NC(=O)[C@@H](C)NC(=O)OC(C)(C)C (some centres not stated)	8
O=C(N/N=C/C(Cl)=C\c1ccccc1)c1cccs1	11

Screening data as filed in PubChem BioAssay.

The list is partial; count on the stated rates, not on these rows.
